Assay outcomes: PubChem, several laboratories
T cell HTS – modulators of CD8 T cell-vesicle binding, primary screen, mouse 2C CD8+ T cells, flow cytometry. 330,000 tested, 0.068% active. calls only at 7 µM. 2C CD8+ T cell-vesicle binding; active compounds read low;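 active means response, share of CD8 T cells binding vesicles, and their 90th percentile fluorescence all below set limits, cut at about 80% in these data, passing the limit was not always enough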
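Material: 2C TCR transgenic mouse naive CD8+ T cells, MACS-purified. Also added: QL9-charged Drosophila Ld/ICAM-1/B7-1 vesicles. Timing: binding 1.5 h at 37 °C. Measured by: high-throughput flow cytometry with anti-B7-1 and anti-CD8 staining. Read-out: percent CD8+ FL2 mean versus row control. Controls: Unloaded micro-vesicles (low), QL9 vesicles with 0.7% DMSO (high).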
SV40 large T antigen – SV40 large T antigen inhibitors, biochemical (AID 1903); SV40 large T antigen ATPase/helicase inhibition assay; higher % means a stronger effect; inhibition, % at 20 µM, or IC50 in µM where a hit was titrated; 310,000 tested, 0.39% active; in the data active means a potency from the dose series; inconclusive means inhibition mostly from about 32% at the one dose, without a potency; inactive means the rest, 99 in 100 with inhibition below about 32%; further: strong numbers were not always called active
Dengue-2 NS5 capping – Dengue-2 NS5 methyltransferase inhibitors, primary screen, biochemical, confirmation dose response (AID 588689); Dengue-2 NS5 methyltransferase capping enzyme assay, biochemical; higher % means a stronger effect; inhibition, % at 25 µM; hits with a dose series show IC50 in µM; 340,000 tested, 0.3% active; in the data active means a potency from the dose series; inconclusive means inhibition above about 29% without an active follow-up result
West Nile antiviral – West Nile virus antiviral activity, cell-based, CPE readout (AID 1621) | West Nile virus-infected cells, CPE inhibition; higher % means a stronger effect | one-dose CPE inhibition, % at 10 µM; IC50 in µM for titrated hits | 290,000 tested, 0.02% active; in the data active means a potency from the dose series; inconclusive means CPE inhibition mostly from about 3.7% at the one dose, without a potency; inactive means the rest, 99 in 100 with CPE inhibition below about 2.2%; further: strong numbers were not always called active
Salmonella PhoP GFP – inhibitors of PhoP regulon expression, primary screen, Salmonella Typhimurium, GFP reporter (AID 1863); S. Typhimurium PhoP-regulated promoter GFP reporter, 4 h; higher % means a stronger effect; one-dose inhibition, % at 50 µM; IC50 in µM for titrated hits; 300,000 tested, 0.16% active;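 active means inhibition over 29.93%, a cutoff 3 SD above the screen mean, later confirmed by dose response; inconclusive means inhibition over 29.93% but no dose response follow-up; inactive means inhibition at most 29.93% or unconfirmed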;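 further: 0% = low Mg2+ inducing control and 100% = high Mg2+ repressing control; strong numbers were not always called active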
UTI89 phage lysis – inhibition of K1F phage lysis, E. coli UTI89, bacterial capsule biogenesis inhibitors, alamar blue (AID 488966) | inhibition, % at 100 µM, or IC50 in µM where a hit was titrated | E. coli UTI89 K1F phage lysis, alamar blue, 2 h; higher % means a stronger effect | 340,000 tested, 0.02% active;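 active means phage lysis inhibition, versus mean bacterial control, above a set limit; inconclusive means no clear call, values can overlap the other calls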;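 further: capsule biogenesis inhibitors block K1F phage lysis so surviving cells raise fluorescence; higher fluorescence means more inhibition of phage lysis; actives were called in the ten point dose series up to 300 µM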
MgcRacGAP inhibition – MgcRacGAP GTPase-activating activity inhibitors, confirmation, biochemical, ADP Hunter fluorescence | MgcRacGAP-stimulated Rac1 GTP hydrolysis, ADP Hunter fluorescence; higher % means a stronger effect; GST-tagged Rac1 F28L mutant substrate | AID 624330, 2012 | 340,000 tested, 0.6% active | inhibition, % at 30 µM; hits with a dose series show IC50 in µM;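 active means first-screen hits whose inhibition reached a set limit at any dose in the follow-up dose series; inconclusive means inhibition above the set first-screen limit but never retested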;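 further: fluorescence reports GDP produced by GAP-driven GTP hydrolysis; strong numbers were not always called active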
RSV CPE inhibition – RSV antiviral activity via CPE protection, HEp-2 cells, primary 10 µM value included (AID 2391) | one-dose CPE inhibition, % at 10 µM; IC50 in µM for titrated hits | 310,000 tested, 0.13% active | HEp-2 cells, RSV-induced CPE inhibition; higher % means a stronger effect; in the data active means a potency from the dose series; inconclusive means CPE inhibition mostly from about 23% at the one dose, without a potency; inactive means the rest, 99 in 100 with CPE inhibition below about 21%; further: strong numbers were not always called active
NTR1 ag – agonists of NTR1, primary screen, imaging, U2OS cells, beta-arrestin-GFP, high content (AID 493036) | NTR1-U2OS beta-arrestin-GFP spot imaging, agonist mode | activation, % at 20 µM | 330,000 tested, 0.17% active;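 active means activation at or above 40% of the spot to cytoplasm intensity ratio, with at least 20 cells analyzed; inconclusive means wells under 20 cells, flagged as cytotoxic or low count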;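 further: 0% = DMSO without peptide and 100% = 100 nM NTR1 peptide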
Target sequence (P30989 whole entry, looked up): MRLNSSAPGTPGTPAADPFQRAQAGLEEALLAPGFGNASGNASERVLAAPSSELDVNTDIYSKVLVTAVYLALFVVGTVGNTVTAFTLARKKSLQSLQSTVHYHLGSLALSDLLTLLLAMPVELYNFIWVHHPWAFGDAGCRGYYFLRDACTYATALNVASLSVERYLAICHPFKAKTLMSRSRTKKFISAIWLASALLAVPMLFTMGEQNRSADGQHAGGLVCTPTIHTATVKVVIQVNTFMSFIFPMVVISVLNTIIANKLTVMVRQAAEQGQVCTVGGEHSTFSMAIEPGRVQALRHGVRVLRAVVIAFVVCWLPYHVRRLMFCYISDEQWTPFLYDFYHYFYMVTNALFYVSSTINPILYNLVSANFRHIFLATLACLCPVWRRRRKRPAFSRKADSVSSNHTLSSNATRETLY
T cell HTS vesicle-bound % – further read-out of T cell HTS, marked with its call; double positive events, %; measured here: CD8+ vesicle-bound cell fraction;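 binding gate set so that unloaded-vesicle control wells show 10% double positive cells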
NTR1 ag cell count 20 µM – also measured in NTR1 ag; calls as there; cell count; measured here: cell count, cytotoxicity flag
Dengue-2 NS5 capping pilot replicate – further read-out of Dengue-2 NS5 capping, marked with its call; inhibition, %; measured here: pilot screen replicate inhibition
Numbers without * were called inactive; i = inactive; ? = inconclusive; . = no result given; [ ] = remark or other dose. The order is random, and some 1.5% of all compounds hit somewhere here.

SMILES	T cell HTS	T cell HTS vesicle-bound %	SV40 large T antigen	Dengue-2 NS5 capping	West Nile antiviral	Salmonella PhoP GFP	UTI89 phage lysis	MgcRacGAP inhibition	RSV CPE inhibition	NTR1 ag	NTR1 ag cell count 20 µM	others
C[C@@H]1COC(=O)[C@@H](Cc2ccc(F)cc2)C/C=C\C[C@@H](CC(=O)N[C@H](CO)Cc2ccccc2)C(=O)N1	i	11.8	.	-4.8%	.	.	-0.3%	-0.3%	.	-1.5	58
CC1CCCC(C)N1C(=O)c1cc(-c2cccs2)on1 (stereo not given)	i	7.2	0.5%	-1.4%	-0.5%	-9.3%	4.1%	2.8%	5.3%	0.6	53
O=C(NCc1nnc(SCC(=O)N2CCCc3ccccc32)o1)c1ccco1	i	58.4	1.6%	-6.2%	-0.1%	2.2%	0.1%	0.1%	1.7%	1.2	92
Cc1ccc(NC2=NC3(CCCCC3)N=C(N)N2)c(C)c1	i	33.0	-2.4%	-3.5%	-0.3%	3.3%	0.3%	7.2%	0.3%	-3.1	98
COc1ccc(OC)c(S(=O)(=O)NC2CC(=O)N(c3ccc(C)c(C)c3)C2)c1 (stereo not given)	i	37.5	5.6%	6.5%	.	12.5%	1.6%[50 µM]	2.0%	1.3%	0.0	61
COC(=O)C1=C(C(=O)OC)[C@@H]2Nc3ccccc3[C@@]23C[C@@H](C(=O)OC)N(C(=O)CC(C)C)C3=N1	i	37.4	5.6%	5.5%	-0.7%	.	0.7%	3.9%	0.1%	-1.8	92
COc1ccc(C)cc1NC(=O)C1CCN(C(=O)C2CC(=O)N(c3ccc(C)cc3)C2)CC1 (stereo not given)	i	44.1	3.5%	-0.7%	-0.5%	2.6%	-1.7%	5.7%	1.7%	-1.8	42
N=C1/C(=C/c2cccn2Cc2ccc(F)cc2)C(=O)N=C2SC=CN12	i	11.6	11.8%	19.8%	-0.2%	-11.6%	-0.1%	-3.7%	2.5%	1.2	32
CC(C)CN1CCNC(=O)C1CC(=O)NCc1cnn(-c2cccc(F)c2)c1 (stereo not given)	i	48.2	6.7%	-3.1%	0.0%	-6.0%	0.3%	4.0%	2.1%	0.0	39
O=C(C1=NN[C@@H]2C(=O)N(c3cccc(F)c3)C(=O)[C@H]12)c1cnccn1	i	34.1	6.3%	.	0.2%	9.5%	.	.	1.3%	-0.4	48
Cc1ccc(C)c2[nH]c(=O)c(CN(Cc3ccco3)S(=O)(=O)c3ccc4c(c3)OCCO4)cc12	i	32.8	29.3%	-8.9%	1.1%	-0.8%	-2.5%	-10.2%	1.6%	6.5	58
CC1(C)Cc2c(cnn2-c2ccccc2)C(NC(=O)CCN2CCCCO2)C1 (stereo not given)	i	32.5	15.2%	-5.3%	0.2%	2.5%	0.5%	6.3%	4.2%	0.0	80
O=C(O)c1ccc(-c2ccccn2)s1	i	50.4	9.9%	-6.4%	1.4%	-12.6%	0.1%	9.8%	0.8%	1.7	95
COc1ccc(C(=O)NC(C)c2nnc(SCc3ccc(Cl)c(Cl)c3)n2C)cc1 (stereo not given)	i	38.9	5.4%	-4.0%	-0.8%	7.2%	0.7%	0.1%	1.2%	1.0	52
N#Cc1cnn(-c2nc3sc4c(c3c(=O)[nH]2)CCCC4)c1N	i	17.4	8.6%	5.4%	.	-6.2%	0.5%	11.7%	3.9%	0.5	43
CC(C)N(C(=O)Cn1c(-c2cccnc2)ccc(C#N)c1=O)C(C)C	i	42.8	-1.3%	4.1%	-0.4%	6.9%	0.4%	9.0%	2.3%	0.6	55
CCCCC(O)(c1ccc(F)cc1)C(CN1CCOCC1)c1ccc(Cl)cc1 (stereo not given)	i	37.9	6.9%	5.2%	-1.7%	-5.9%	0.2%	5.5%	12.8%	12.4	87
Cn1c(=O)[nH]c(=O)c2c1nc(Sc1ncccn1)n2CCCc1ccccc1	i	54.0	7.7%	-1.6%	-0.7%	-1.0%	-0.1%	5.4%	-1.2%	1.6	94
C[C@H]1CN=C(N(C)C)N1CCCC1CCCCC1	i	26.9	4.6%	9.1%	.	.	4.0%	3.2%	-0.7%	-3.1	94
Cc1ccc(OCc2cc(C(=O)N3CC4C[C@@H]5CC3C[C@H](C4)C5)no2)cc1C	i	6.0	10.6%	-1.3%	-1.0%	-7.4%	0.0%	5.1%	2.0%	6.2	54
Cc1cc(C)c(N2CCN(S(=O)(=O)N3CCCCCC3)CC2)c(C)c1	i	35.9	10.5%	-7.5%	0.9%	1.0%	0.0%	7.7%	13.4%	1.4	71
CC1=CCC2C(=O)N(c3ccc4ccccc4n3)C(=O)C2C1 (stereo not given)	i	30.1	2.3%	-2.7%	0.3%	0.6%	0.2%	18.7%	1.1%	-0.2	31
CS(=O)(=O)c1ccc(NCCc2ccc(S(N)(=O)=O)cc2)c([N+](=O)[O-])c1	i	17.0	-5.9%	-2.4%	-0.1%	5.9%	-0.4%	-14.1%	0.6%	-2.1	54
Cc1nc([N+](=O)[O-])c(Br)n1CC(=O)c1ccc(Br)cc1	i	3.4	1.9%	-19.3%	?	8.3%	-1.1%	2.5%	4.4%	7.0	79

8 consecutive entries out of the list so far:
SMILES	T cell HTS	T cell HTS vesicle-bound %	SV40 large T antigen	Dengue-2 NS5 capping	West Nile antiviral	Salmonella PhoP GFP	UTI89 phage lysis	MgcRacGAP inhibition	RSV CPE inhibition	NTR1 ag	NTR1 ag cell count 20 µM	others
C[C@@H]1COC(=O)[C@@H](Cc2ccc(F)cc2)C/C=C\C[C@@H](CC(=O)N[C@H](CO)Cc2ccccc2)C(=O)N1	i	11.8	.	-4.8%	.	.	-0.3%	-0.3%	.	-1.5	58
CC1CCCC(C)N1C(=O)c1cc(-c2cccs2)on1 (stereo not given)	i	7.2	0.5%	-1.4%	-0.5%	-9.3%	4.1%	2.8%	5.3%	0.6	53
O=C(NCc1nnc(SCC(=O)N2CCCc3ccccc32)o1)c1ccco1	i	58.4	1.6%	-6.2%	-0.1%	2.2%	0.1%	0.1%	1.7%	1.2	92
Cc1ccc(NC2=NC3(CCCCC3)N=C(N)N2)c(C)c1	i	33.0	-2.4%	-3.5%	-0.3%	3.3%	0.3%	7.2%	0.3%	-3.1	98
COc1ccc(OC)c(S(=O)(=O)NC2CC(=O)N(c3ccc(C)c(C)c3)C2)c1 (stereo not given)	i	37.5	5.6%	6.5%	.	12.5%	1.6%[50 µM]	2.0%	1.3%	0.0	61
COC(=O)C1=C(C(=O)OC)[C@@H]2Nc3ccccc3[C@@]23C[C@@H](C(=O)OC)N(C(=O)CC(C)C)C3=N1	i	37.4	5.6%	5.5%	-0.7%	.	0.7%	3.9%	0.1%	-1.8	92
COc1ccc(C)cc1NC(=O)C1CCN(C(=O)C2CC(=O)N(c3ccc(C)cc3)C2)CC1 (stereo not given)	i	44.1	3.5%	-0.7%	-0.5%	2.6%	-1.7%	5.7%	1.7%	-1.8	42
N=C1/C(=C/c2cccn2Cc2ccc(F)cc2)C(=O)N=C2SC=CN12	i	11.6	11.8%	19.8%	-0.2%	-11.6%	-0.1%	-3.7%	2.5%	1.2	32

(more compounds)
SMILES	T cell HTS	T cell HTS vesicle-bound %	SV40 large T antigen	Dengue-2 NS5 capping	West Nile antiviral	Salmonella PhoP GFP	UTI89 phage lysis	MgcRacGAP inhibition	RSV CPE inhibition	NTR1 ag	NTR1 ag cell count 20 µM	others
O=C(COC(=O)C1CC1)Nc1ncc(C(F)(F)F)cc1Cl	i	26.3	5.8%	3.1%	.	-1.1%	0.0%	8.5%	0.9%	0.2	46
COc1cccc(-n2c(N)cc(=O)nc2SCC(=O)N2CCN(c3ccccc3)CC2)c1	i	39.7	2.7%	-6.5%	-0.3%	9.5%	-0.1%	9.4%	0.9%	0.6	68
O=C(CN1CCOCC1)Nc1ccccc1-c1ccccc1	i	8.3	11.7%	-0.8%	0.0%	-6.4%	0.6%	5.8%	3.5%	-0.8	71
C=CCc1cccc2cc(C(=O)OCC(=O)c3ccccc3)c(=O)oc12	i	2.7	-4.0%	-2.2%	0.1%	8.3%	1.7%	11.1%	-0.6%	0.3	23
CC1CC(C)CN(C(=O)CN2C(=O)NC3(CCCCCCC3)C2=O)C1 (stereo not given)	i	37.8	.	-0.4%	.	.	0.8%[50 µM]	5.3%	0.8%	-0.2	45
O=C(CCNC(=O)c1ccccc1)NC1CCCc2ccccc21 (stereo not given)	.	.	.	-5.9%	.	.	1.0%[50 µM]	6.6%	.	-0.7	74
OCC[C@H]1C[C@@H](O)[C@H](O)[C@]2(CCc3ccccc3CO2)O1	i	11.4	3.4%	-3.6%	.	8.4%	1.6%	-0.4%	-0.6%	-1.0	37
Oc1ccccc1Cn1nnc2ccccc21	i	46.3	5.3%	.	-1.2%	7.1%	1.4%	14.7%	2.5%	-1.3	54
CCOC(=O)c1c(NC(C)=O)sc2c(OC(C)=O)cccc12	i	23.2	28.0%	-5.5%	-0.6%	-0.3%	0.0%	10.2%	5.3%	2.2	41
O=C1OC(c2ccccc2)c2ccccc21 (stereo not given)	i	40.3	13.4%	-2.2%	0.6%	-8.2%	2.0%[50 µM]	7.6%	1.5%	-0.3	82
O=C(OCCCOc1ccc(F)cc1)c1ccc(O)cc1O	i	59.2	9.7%	3.9%	-0.6%	3.3%	-0.4%	10.3%	8.8%	4.1	75
Cc1ccc(NC(=O)CSc2nnc(-c3cnccn3)n2Cc2ccco2)cc1	i	47.0	2.1%	-10.1%	-0.5%	-1.9%	0.6%	5.8%	0.1%	2.3	78	Dengue-2 NS5 capping pilot replicate=-7.6
N/C(=N\OC(=O)c1ccc2ccccc2c1)c1ccc(Br)cc1	i	45.4	5.2%	-4.4%	-0.9%	8.1%	1.0%	3.6%	3.2%	0.9	41
